# Compound activity as filed in PubChem.
# KinaseGlo FLuc: Counterscreen for Luciferase (Kinase-Glo TM) Inhibition. 200,000 compounds, 0.28% hits. Potency, µM (doses to about 38.3 µM), without a hit: top-dose activity change, negative = inhibition, usual class: inhibitors. Kinase-Glo luciferase, ATP luminescence, 8 min. Luciferin 4-monooxygenase (Photuris pensylvanica), Q27757. AID 1379, 2008; note: % is set by controls: 0 for no effect and ±100 for the full control effect; nearly all actives have a fitted effect of over 60% in size
#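 Compound is pinned into ATP-containing buffer (10 uM ATP, imidazole pH 7.2, 7 mM MgCl2). Kinase-Glo luciferase reagent is then added. Light output is recorded following an 8-min room-temperature incubation.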
# NPSR antagonist: qHTS Assay for Antagonists of the Neuropeptide S Receptor: cAMP Signal Transduction | 220,000 compounds, 1% hits | CHO-NPSR cells, cAMP TR-FRET, antagonist mode | Potency, µM (doses to about 38.3 µM), for inactives: at the top dose activity change, negative = inhibition, hits mostly inhibitors | Q6W5P4; note: % is set by controls: 0 for no effect and ±100 for the full control effect; nearly all actives have a fitted effect of over 50% in size; many of its hits are not listed in these tables
# Target sequence (Q6W5P4 whole entry, looked up): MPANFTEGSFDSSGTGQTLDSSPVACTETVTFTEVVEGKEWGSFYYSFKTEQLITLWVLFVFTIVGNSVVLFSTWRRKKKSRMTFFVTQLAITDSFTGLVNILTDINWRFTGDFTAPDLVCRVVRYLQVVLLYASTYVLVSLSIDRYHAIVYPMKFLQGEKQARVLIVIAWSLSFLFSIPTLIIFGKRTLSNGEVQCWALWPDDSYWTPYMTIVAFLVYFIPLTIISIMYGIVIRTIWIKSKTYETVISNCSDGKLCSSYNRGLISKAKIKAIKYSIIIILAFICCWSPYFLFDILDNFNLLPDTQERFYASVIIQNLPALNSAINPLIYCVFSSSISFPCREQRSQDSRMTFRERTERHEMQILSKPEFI
# IMPase Li inh: qHTS Assay for Identifying the Cell-Membrane Permeable IMPase Inhibitors: Potentiation with Lithium; CHO-M1 cells, IP1 TR-FRET (IP-One), carbachol + lithium; Potency, µM (titrated, usually from 59.4 µM), for inactives: at the highest dose activity, negative = IMPase inhibition, actives largely listed as inhibitors; 210,000 compounds, 0.35% hits;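 note: IP1 builds up when IMPase is blocked and the TR-FRET signal falls; plate controls were basal vehicle for no effect and high inhibitor control for full effect; nearly all actives have a fitted effect of over 50% in size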
#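 Steps: plate 2000 CHO-M1 cells per well and culture 16–30 h; add compound and lithium; incubate 30 min, 37C; add d2-IP1 tracer and Eu cryptate anti-IP1 antibody in lysis buffer; read after 10 min at room temperature.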
# SMN2 splice enh: qHTS Assay for Enhancers of SMN2 Splice Variant Expression. HEK293 SMN2-luciferase splicing reporter, luminescence, 30-36 h. Potency, µM (series often up to 46.1 µM), for inactives: top-dose activity change, positive = activation, actives largely listed as activators. 210,000 compounds, 2.8% hits. AID 1458, 2008; note: % of control where 0% means no effect; nearly all actives have a fitted effect of over 55% in size
#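 HEK293 cells carry an SMN2 […]–luciferase reporter in which exon 7 inclusion puts luciferase in frame. Cells were plated 10-12 h before compound addition, then incubated 30-36 h at 37C. ONE-Glo luminescence was read; sodium butyrate at 4.5 mM final served as control.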
# JMJD2E inh: qHTS Assay for Inhibitors of Human Jumonji Domain Containing 2E (JMJD2E). Potency, µM (titrated, usually from 57.1 µM), for inactives: top-dose activity change, negative = inhibition, hits mostly inhibitors. JMJD2E catalytic domain, FDH-coupled NADH fluorescence (FDH is formaldehyde dehydrogenase). Lysine-specific demethylase 4E (Homo sapiens), B2RXH2. 230,000 compounds, 1.6% hits; active = well fitted inhibition curve with a large enough effect, not every such curve was filed as active; inconclusive = small, poorly fitted or top-dose-only effect, or another doubt; inactive = no such curve, though single readings can be large or run the other way;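 note: 0% = wells with enzyme and -100% = buffer wells without enzyme; nearly all actives have a fitted effect of over 50% in size; many of its hits are not listed in these tables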
# Target sequence (B2RXH2 1-337 limits assumed): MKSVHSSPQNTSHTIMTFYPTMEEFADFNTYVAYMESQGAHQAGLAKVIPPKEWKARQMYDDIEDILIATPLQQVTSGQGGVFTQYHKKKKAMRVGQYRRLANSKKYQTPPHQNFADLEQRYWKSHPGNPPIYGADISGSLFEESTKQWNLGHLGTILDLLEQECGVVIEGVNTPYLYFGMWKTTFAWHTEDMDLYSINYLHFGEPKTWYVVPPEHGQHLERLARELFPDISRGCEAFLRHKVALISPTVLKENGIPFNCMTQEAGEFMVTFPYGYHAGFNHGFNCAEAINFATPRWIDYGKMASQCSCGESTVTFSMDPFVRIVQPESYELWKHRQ
# RGS12 GoLoco inh: qHTS Assay for Inhibitors of RGS12 GoLoco Motif Activity (Red Fluorophore) | Gai1:RGS12 GoLoco peptide FP, rhodamine, 10 min | 230,000 compounds, 0.44% hits | Guanine nucleotide-binding protein G(i) subunit alpha-1 (Homo sapiens), P63096 | Potency, µM (top dose mostly 61.6 µM), for inactives: at the highest dose activity, negative = inhibition, hits mostly inhibitors; active = well fitted inhibition curve with a large enough effect, not every such curve was filed as active; inactive = no such curve, though single readings can be large or run the other way; note: % is set by controls: 0 for no effect and ±100 for the full control effect; nearly all actives have a fitted effect of over 30% in size; many of its hits are not listed in these tables
# Target sequence (P63096 whole entry, looked up): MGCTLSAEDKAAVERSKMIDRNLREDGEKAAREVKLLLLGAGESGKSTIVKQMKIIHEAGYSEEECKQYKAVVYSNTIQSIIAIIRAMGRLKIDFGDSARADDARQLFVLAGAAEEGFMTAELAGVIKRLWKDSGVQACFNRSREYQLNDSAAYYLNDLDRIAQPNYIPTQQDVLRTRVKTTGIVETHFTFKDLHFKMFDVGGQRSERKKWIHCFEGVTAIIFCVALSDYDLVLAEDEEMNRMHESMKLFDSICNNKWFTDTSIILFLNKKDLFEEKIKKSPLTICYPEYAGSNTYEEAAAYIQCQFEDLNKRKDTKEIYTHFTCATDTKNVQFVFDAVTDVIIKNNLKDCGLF
# Epigenetic reg: Quantitative High-Throughput Screen for Regulators of Epigenetic Control | murine LDR cells, GFP reporter derepression, 30 h | Potency, µM (series often up to 53.9 µM), for inactives: top-dose GFP activation, usual class: activators | AID 1865, 2009 | 280,000 compounds, 0.2% hits; note: % of control where 0% means no effect; nearly all actives have a fitted effect of over 60% in size
#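 Murine LDR cells bearing a silenced CMV-driven GFP reporter were exposed to compound for 30 h at 37 C. After PBS washes, GFP-positive cells (20-120 um objects) counted by laser-scanning microplate cytometry.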
# RECQ1 inh: qHTS Assay for Inhibitors of RecQ-Like Dna Helicase 1 (RECQ1); ATP-dependent DNA helicase Q1 (Homo sapiens), P46063; RECQ1 DNA unwinding, red fluorescence kinetic read; Potency, µM (doses to about 57.3 µM), for the others: at the highest dose activity, negative = inhibition, usual class: inhibitors; 240,000 compounds, 0.54% hits;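 note: plate controls were vehicle for no effect and no enzyme for full effect; nearly all actives have a fitted effect of over 30% in size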
#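 RECQ1T1 50 nM; forked duplex (20 bp + 30-nt ss tails) 200 nM, ATP 2 mM final; pH 8.0, 2 mM MgCl2, 2.5 ug/ml poly(dI-dC); 15 min compound preincubation; discontinuous kinetic read over 2 h at RT.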
# An asterisk follows results filed as active; i = inactive; ? = inconclusive; . = no result given; & = joins results of further samples; [ ] = remark or other dose. Unless noted, calls come from the whole dose curve; as a rule, active = well fitted curve in the direction sought with a large enough effect; inconclusive = small, poorly fitted or top-dose-only effect, or another doubt; inactive = no such curve, though single readings can be large; an effect the other way counts as inactive or inconclusive. Potency is the fitted concentration of half-maximal effect.
SMILES,KinaseGlo FLuc,NPSR antagonist,IMPase Li inh,SMN2 splice enh,JMJD2E inh,RGS12 GoLoco inh,Epigenetic reg,RECQ1 inh
CCCCn1c(CCNC(=O)CCC)nc2ccccc21,2%,-6%[46.1 µM],14%[38.3 µM],-1%,8%,0%,0.0%,5%
c1csc(-c2ccn[nH]2)c1,.,-14%,.,.,4%,2%,0.0%,14%
O=C(COc1ccccc1)Nc1ccc(OC(F)(F)C(F)F)c(NC(=O)COc2ccccc2)c1,18%,-15%[46.1 µM],26%[38.3 µM],-14%,-2%,-4%,0.7%,-4%
FC(F)(F)c1cc(C(F)(F)F)c2ccc(Oc3ccccc3)nc2n1,0%,-16%[46.1 µM],7%[38.3 µM],9%,-3%,5%,-0.8%,-9%
COC(=O)N/N=C/c1cccs1,-3%,-16%,1%,.,9%,6%,-2.9%,i
Cn1c(SCC(=O)N2CCCC2)nc2ccccc2c1=O,8%,6%[46.1 µM],10%[38.3 µM],-28%,-2%,-8%,-1.0%,9%
Cc1nonc1C(=O)N/N=C/c1cccc(O)c1,8.9µM*,14%,-4%,0%,-8%,-1%,-1.6%,-1%
O=C(Nc1cccc(S(=O)(=O)N2CCOCC2)c1)c1ccccn1,.,1%,.,.,4%,3%,1.0%,-6%
Cc1ccc(Cn2ccc(NC(=O)c3cc(CC(C)C)on3)n2)cc1,1%,-21%[46.1 µM],39%[38.3 µM],-17%,-3%,-5%,-0.8%,-2%
COc1cc(/C=C/C2=NC(=O)C(C)(C)O2)ccc1O,-3%,2%[46.1 µM],11%[38.3 µM],5%,-16%,-1%,0.1%,-1%
CC(=O)Nc1ccc(S(=O)(=O)N(Cc2ccco2)CC2CCCO2)cc1 (stereo unspecified),4%,-18%[46.1 µM],28%[38.3 µM],.,-2%,5%,-1.1%,i
CC(=O)Nc1ccc(S(=O)(=O)Nc2nc3c(s2)CCCC3)cc1,2%,-17%[46.1 µM],23%[38.3 µM],-15%,1%,11%,0.0%,-11%

# Rewritten as tab-separated lines: 8 of the compounds above
compound	KinaseGlo FLuc	NPSR antagonist	IMPase Li inh	SMN2 splice enh	JMJD2E inh	RGS12 GoLoco inh	Epigenetic reg	RECQ1 inh
O=C(COc1ccccc1)Nc1ccc(OC(F)(F)C(F)F)c(NC(=O)COc2ccccc2)c1	18%	-15%[46.1 µM]	26%[38.3 µM]	-14%	-2%	-4%	0.7%	-4%
FC(F)(F)c1cc(C(F)(F)F)c2ccc(Oc3ccccc3)nc2n1	0%	-16%[46.1 µM]	7%[38.3 µM]	9%	-3%	5%	-0.8%	-9%
COC(=O)N/N=C/c1cccs1	-3%	-16%	1%	.	9%	6%	-2.9%	i
Cn1c(SCC(=O)N2CCCC2)nc2ccccc2c1=O	8%	6%[46.1 µM]	10%[38.3 µM]	-28%	-2%	-8%	-1.0%	9%
Cc1nonc1C(=O)N/N=C/c1cccc(O)c1	8.9µM*	14%	-4%	0%	-8%	-1%	-1.6%	-1%
O=C(Nc1cccc(S(=O)(=O)N2CCOCC2)c1)c1ccccn1	.	1%	.	.	4%	3%	1.0%	-6%
Cc1ccc(Cn2ccc(NC(=O)c3cc(CC(C)C)on3)n2)cc1	1%	-21%[46.1 µM]	39%[38.3 µM]	-17%	-3%	-5%	-0.8%	-2%
COc1cc(/C=C/C2=NC(=O)C(C)(C)O2)ccc1O	-3%	2%[46.1 µM]	11%[38.3 µM]	5%	-16%	-1%	0.1%	-1%

# (further entries)
SMILES,KinaseGlo FLuc,NPSR antagonist,IMPase Li inh,SMN2 splice enh,JMJD2E inh,RGS12 GoLoco inh,Epigenetic reg,RECQ1 inh
c1ccc(Oc2ccccc2)cc1,.,.,9%,8%,.,0%,.,12%
COc1cc(/C=N/NC(=O)Cc2csc(C)n2)ccc1OCC(C)C,-3%,9%,3%,-13%,-10%,3%,1.3%,-2%
CCOc1ccc(/C=N/NC(=O)CC(=O)Nc2ccc(Cl)c(Cl)c2)cc1,2%,8%,10%,?,-23%,-1%,0.0%,6%
CCC1=C2CC[C@H]3C(=O)N(c4ccccc4)C(=O)[C@H]3[C@H]2[C@@]2(C)C(=NCC3CC3)OC(=O)N2C1=O,-2%,31%,1%,2%,-7%&-5%,-4%&4%,1.6%&1.2%,-3%&-6%
O=C(COc1ccc(Br)cc1)N/N=C1/SCC(=O)N1Cc1ccco1,0%,-7%,7%,-11%,-3%,1%,-1.1%,i
Cc1ccccc1OCC(=O)Nn1c(COc2ccccc2)nc2ccccc2c1=O,-4%,-18%[46.1 µM],25%[38.3 µM],0%,-10%,6%,1.0%,9%
COC(=O)c1cc(=O)c2cccc(OC)c2[nH]1,.,-17%,.,.,85%,-8%,2.2%,i
CC(C)(C)OC(=O)NCCc1nnc(SCc2ccccc2Cl)o1,1%,-15%[46.1 µM],9%[38.3 µM],-22%,10%,-3%,4.4%,-8%
Cc1ccc(C(C)C)c(OCC(=O)N/N=C/C2CCCCC2)c1,-2%,-53%,4%,2%,14%,2%,-0.5%,-7%
CCOC(=O)c1cnc2cc(Cl)c(OC)cc2c1NCC1CCCO1 (stereo unspecified),-3%,?,13%[38.3 µM],-7%,?,16%,-1.8%,i
CCC[n+]1c(C)sc2c3c(ccc21)CCCC3,-3%,7%,23%,-24%,-22%,118%[activator],-0.7%,i
CCOC(=O)NC1(NC(C)C)Oc2ccccc2O1,-4%,-9%[46.1 µM],16%[38.3 µM],3%,?,4%,0.0%,-21%

# Profiles, quoted from the list. Screens in order: KinaseGlo FLuc, NPSR antagonist, IMPase Li inh, SMN2 splice enh, JMJD2E inh, RGS12 GoLoco inh, Epigenetic reg, RECQ1 inh
# Profile of c1ccc(Oc2ccccc2)cc1 : ., ., 9%, 8%, ., 0%, ., 12%
# Profile of O=C(COc1ccc(Br)cc1)N/N=C1/SCC(=O)N1Cc1ccco1 : 0%, -7%, 7%, -11%, -3%, 1%, -1.1%, i

# Further structures:
SMILES,KinaseGlo FLuc,NPSR antagonist,IMPase Li inh,SMN2 splice enh,JMJD2E inh,RGS12 GoLoco inh,Epigenetic reg,RECQ1 inh
O=C(Oc1c(Br)cc(C(=S)N2CCOCC2)cc1Br)c1ccc(Cl)cc1,1%,-11%[46.1 µM],10%[38.3 µM],-6%,1%,-6%,0.0%,-13%
O=C(c1cc([N+](=O)[O-])cc([N+](=O)[O-])c1)N(c1ccccn1)c1ccccn1,0%,31%,9%,14%,-4%,4%,-1.0%,i
COc1ccc(C2C(C#N)=C(N)N(c3sc4c(c3C#N)CCCC4)C3=C2C(=O)CC(C)(C)C3)cc1 (stereo unspecified),-3%,?,-79%[38.3 µM],4%,?,75%[activator],-1.0%,?
NS(=O)(=O)c1cccc(NC(=O)CN2CCc3ccccc32)c1,1%,-2%,3%,5%,0%,9%,-0.1%,-7%
C[C@@H]1NC(=O)[C@H](CCCN=C(N)N)NC(=O)c2cc([N+](=O)[O-])cc(I)c2NCCC[C@@H](C(N)=O)NC1=O,-1%,9%,9%,22%,-3%,-13%,3.3%,-2%
Cc1cn([C@H]2C[C@H](O)[C@@H](COC(N)=O)O2)c(=O)[nH]c1=O,-3%[7.66 µM],.,0%,-15%[9.22 µM],.,0%[14.2 µM],.,.
Cc1cc(S(=O)(=O)NC2CCN(Cc3ccccc3)CC2)c(C)cc1Cl,.,30%,.,.,0%,12%,6.6%,-7%
O=C(COc1ccccc1)NCCSCc1ccc(Cl)cc1,2%,-2%,4%,-10%,-2%,-4%,1.1%,-4%
CC1(C)C=Cc2c(c3ccccc3[nH]c2=O)O1,-1%,-9%[46.1 µM],-3%[38.3 µM],-3%,-19%,3%,-4.0%,-11%
CCN1C(=C(C#N)C#N)C=Cc2cc(C)ccc21,1%,-3%,?,-21%,-17%,8%,1.4%,0%
CCCOc1ccc(/C=C/c2[nH]c(=O)[nH]c(=O)c2[N+](=O)[O-])cc1OCC,.,-5%,.,.,0%,3%,1.1%,i
CN1C(=O)/C(=C/c2ccccc2OCc2ccc(C(=O)O)cc2)NC1=S,-3%,-38%,18%,3%,?,20%,2.1%,7%
COC(=O)CN(c1ccc(OC)cc1OC)S(=O)(=O)c1ccccc1[N+](=O)[O-],2%,-8%,-1%,.,-2%,7%,0.0%,-9%
COC(=O)CCCCC1SCC(NC(=O)c2ccccc2)C1OC(C)=O (stereo unspecified),-1%,1%,2%,.,8%,-14%,-4.9%,-5%
COc1ccc(CN(CCCN2CCOCC2)S(=O)(=O)N(C)C)cc1OC,-7%,-12%[46.1 µM],2%[38.3 µM],-10%,17%,12%,0.0%,i
CC(C)(C)NC(=O)C1Cc2ccccc2CN1C(=O)Nc1cccc(Cl)c1 (stereo unspecified),2%,-20%[46.1 µM],5%[38.3 µM],-11%,-5%,-10%,-1.1%,-13%
Cc1ccc2cc([N+](=O)[O-])ccc2n1,.,5%,.,.,-10%,-3%,-0.1%,-2%
Cc1cccc(C)c1NC(=S)NC(=O)c1ccc(Br)o1,5%,-36%,16%,10%,-8%,18%,-0.7%,i
CC(C)C1=NN(C(=O)c2cccnc2)C(O)(C(F)(F)F)C1 (stereo unspecified),-4%,-7%[46.1 µM],0%[38.3 µM],-13%,3%,11%,6.3%,i
COc1ccc(Cl)cc1C(=O)Nc1ccc(CN2CCCCC2)cc1,-3%,9%,16%,-7%,8%,12%,-0.8%[10.1 µM],i
O=C(OCC(=O)N1CCOCC1)c1ccccc1Cc1ccccc1,-17%,9%,-2%,11µM*,?,12%,0.0%,-4%
O=C(CNS(=O)(=O)c1ccccc1)N/N=C/c1ccc(O)cc1,0%,1%,13%,5%,4%,13%,5.7%,-8%
CC(C)c1ccc(/C=N/NC(=O)CC(=O)NCc2ccccc2)cc1,-1%,-25%,2%,30%,-2%,5%,0.0%,i
Cc1[nH]c2ccccc2c1Cc1nnc(SCC(N)=O)o1,2%,-9%[46.1 µM],21%[38.3 µM],-3%,-15%,10%,-0.8%,9%

# The list is partial. The share of hits here may be higher or lower than overall.
